VLA-4 inh: inhibition in a human VLA-4 binding assay. P13612. VLA-4 expressing cells, ligand binding flow cytometry. inhibition, % (about 7 µM as worked out from the volumes in the protocol). hit rate 0.2% among 330,000. AID 2557; in the data active means inhibition above about 50%
Yeast superoxide: caloric restriction mimetics inhibiting age-related superoxide in yeast; hit rate 0.18% among 330,000; superoxide response (% of plate mean), % at 10 µM; S. cerevisiae aged cells, superoxide DHE fluorescence; stronger effect = lower value;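 active means superoxide response under a set limit, about three screen SD below normal, cut at about 65% in these data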;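 further: yeast aged for seven days with compound at 30 °C before DHE staining; 100% = average MFI of all compound-treated wells on the plate with controls excluded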
RPL19A TOR yeast: yeast TOR pathway RPL19A-GFP modulation | S. cerevisiae RPL19A-GFP strain, flow cytometry, 3 h; stronger effect = lower value | percent response vs DMSO, % at 10 µM | hit rate 0.3% among 330,000;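 active means percent response vs DMSO below 50%; inconclusive means fewer than 70 events counted for the yeast strain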;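 further: median channel GFP fluorescence of the barcoded RPL19A-GFP strain; ratio of sample median GFP to plate DMSO average so 100% = DMSO; lower means less RPL19A-GFP as with rapamycin TOR inhibition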
AGP1-GFP MLPCN: alters AGP1-GFP fluorescence in TOR pathway yeast screen | hit rate 0.02% among 320,000 | GFP response vs DMSO, % at 10 µM | S. cerevisiae AGP1-GFP multiplex flow cytometry, 3 h; GFP as percent of DMSO wells;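 active means GFP response relative to DMSO above a set limit, near screen average plus 3 SD, cut at about 150% in these data; inconclusive means fewer than 70 cells counted for the yeast strain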;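 further: median GFP channel fluorescence of the gated AGP1 strain per well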
LAP4-GFP MLPCN: yeast TOR pathway LAP4-GFP modulation. S. cerevisiae LAP4-GFP multiplex, flow cytometry GFP, 3 h; median GFP as percent of DMSO wells. GFP response vs DMSO, % at 10 µM. hit rate 0.34% among 320,000. AID 2023;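 active means GFP response vs DMSO above a set limit, about the screen mean plus 3 SD, cut at about 150% in these data; inconclusive means under 70 cell events counted for the yeast strain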
GRK2 inh: human GRK2 inhibition via aptamer displacement | P25098 | bead flow cytometry, FAM-aptamer displacement from GRK2 | inhibition of aptamer binding, % at 10 µM | hit rate 0.59% among 330,000 | AID 488847;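 active means inhibition of aptamer binding above 40%, roughly 3 SD of noise, on plates passing a quality check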;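 further: median bead fluorescence of bound FAM aptamer so fluorescent compounds give negative values; no value below 0 was filed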
Target sequence (P25098 whole entry, looked up): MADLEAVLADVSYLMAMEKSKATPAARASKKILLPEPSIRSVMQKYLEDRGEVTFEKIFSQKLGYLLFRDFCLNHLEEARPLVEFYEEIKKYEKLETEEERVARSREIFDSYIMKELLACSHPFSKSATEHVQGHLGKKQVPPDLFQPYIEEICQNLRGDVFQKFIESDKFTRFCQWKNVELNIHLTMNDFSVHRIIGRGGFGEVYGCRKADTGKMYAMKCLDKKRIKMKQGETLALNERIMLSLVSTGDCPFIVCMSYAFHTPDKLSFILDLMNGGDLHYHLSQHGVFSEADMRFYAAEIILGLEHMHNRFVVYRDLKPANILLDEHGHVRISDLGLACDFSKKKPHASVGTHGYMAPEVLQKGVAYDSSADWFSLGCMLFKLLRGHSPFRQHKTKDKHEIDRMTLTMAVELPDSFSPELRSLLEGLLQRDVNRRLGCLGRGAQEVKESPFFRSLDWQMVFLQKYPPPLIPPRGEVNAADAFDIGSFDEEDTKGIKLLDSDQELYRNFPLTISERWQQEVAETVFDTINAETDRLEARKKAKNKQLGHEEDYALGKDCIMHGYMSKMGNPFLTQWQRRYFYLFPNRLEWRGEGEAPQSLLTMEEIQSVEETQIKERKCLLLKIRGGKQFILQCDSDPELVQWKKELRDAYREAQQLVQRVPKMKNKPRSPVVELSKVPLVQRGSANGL
CIT2-GFP yeast: alters CIT2-GFP fluorescence in TOR pathway yeast screen; S. cerevisiae CIT2-GFP strain, flow cytometry, 3 h; 100 means same as DMSO wells; GFP response vs DMSO, % at 10 µM; hit rate 0.065% among 320,000;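 active means GFP response relative to DMSO above a set limit, near the screen mean plus 3 SD, cut at about 150% in these data; inconclusive means Fewer than 70 cells measured for a yeast strain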;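 further: ratio of well median GFP fluorescence to mean of DMSO wells on the plate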
MEP2-GFP yeast: modulators of TOR pathway MEP2-GFP in S. cerevisiae; S. cerevisiae MEP2-GFP strain, flow cytometry GFP, 3 h; 100% = DMSO control level; GFP response vs DMSO, % at 10 µM; hit rate 0.51% among 330,000;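 active means GFP response versus DMSO above a set limit, roughly screen mean plus 3 SD, cut at about 180% in these data; inconclusive means fewer than 70 cells counted for a yeast strain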;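 further: median GFP fluorescence of the barcode-gated MEP2-GFP cells per well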
* hit, by the source's call; ? = inconclusive; . = not tested or not shown; [ ] = dose if it differs, or a comment. No enrichment for hits, and some 1.7% of all compounds hit somewhere here.

The line under a structure holds: VLA-4 inh	Yeast superoxide	RPL19A TOR yeast	AGP1-GFP MLPCN	LAP4-GFP MLPCN	GRK2 inh	CIT2-GFP yeast	MEP2-GFP yeast
> O=C(C1CC(=O)N(c2ccc(Cl)cc2)C1)N1CCN(Cc2ccc3c(c2)OCO3)CC1 (stereo not drawn)
→ 4	79	105	106	106	0	107	103
> CC(=O)Nc1ccc2c(c1)N(C(C)=O)c1ccccc1CC2
→ 0	93	98	103	95	1	94	97
> CC1CCCN(Cc2nc(Cc3ccccc3Cl)no2)C1 (stereo not drawn)
→ 10	85	94	103	116	0	95	121
> C/C(=N\Nc1nncc2ccccc12)c1ccc(C(C)(C)C)cc1
→ -1	88	100	96	90	0	98	105
> CC(C)c1ccc(OCC(=O)NNC(=S)NC(=O)c2ccco2)c(Br)c1
→ -4	110	115	97	80	1	97	115
> O=C(COC(=O)c1ccc([N+](=O)[O-])o1)NC1CCCC1
→ 1	131	102	101	97	0	110	106
> CS(=O)(=O)c1ccc(-c2sc3ccccc3c2C(=O)NCCCN2CCOCC2)cc1
→ -3	86	106	107	106	0	101	102
> NC(=O)C1CCN(c2ccc([N+](=O)[O-])cc2Cl)CC1
→ 0	112	92	110	95	1	98	85
> CC(=O)Nc1ccc(S(=O)(=O)N2CCC(C(=O)NCCC(=O)Nc3ccccc3)CC2)cc1
→ -79	104	98	98	96	0	97	98
> COc1ccc(N(C(=O)Cn2nnc3ccccc32)C(C(=O)NC(C)(C)C)c2ccc(OC)c(O)c2)cc1 (stereo not drawn)
→ 14	110	99	101	114	1	95	94
> C=CCC(NC(=O)Cc1ccccc1)C(=O)NCCC (stereo not drawn)
→ 1	110	95	98	97	1	97	86
> CCC(C(=O)NCc1ccc(C)o1)n1nc(C)c2c(C)n(-c3ccccc3)nc2c1=O (stereo not drawn)
→ 2	90	103	107	107	0	101	100
> O=S(=O)(c1c(Cl)cc(Br)cc1Cl)N1CCN(C(=S)NC2CC2)CC1
→ 5	120	92	95	112	0	92	98
> COc1ccc(N(CC(=O)N/N=C/c2cc(OC)ccc2OC)S(=O)(=O)c2ccccc2)cc1
→ 3	103	110	99	131	0	147	185*
> O=C(CCC1CCCC1)N=C1SC2CS(=O)(=O)CC2N1Cc1ccccc1 (stereo not drawn)
→ 9	100	101	99	96	9	105	95
> CCOC(=O)N1CCN(C(=O)c2cccc(-n3c(=S)[nH]c4cc(Cl)ccc4c3=O)c2)CC1
→ 0	79	106	103	93	0	111	86
> COc1cccc(OC)c1C(=O)Nc1ccc([N+](=O)[O-])cn1
→ 2	99	101	94	95	0	96	105
> COCCNC(=O)C(=O)c1cc(C)n(-c2ccc([N+](=O)[O-])cc2)c1C
→ 6	90	100	97	98	0	101	98
> O=c1c2sccc2n(Cc2cc(=O)n3ccccc3n2)c(=O)n1-c1ccccc1
→ 7	98	97	95	82	0	87	92
> CC(C)NC(=O)c1ccc(CSCc2ccccc2Cl)o1
→ -1	91	101	94	98	2	98	104
> CCN1CCN(c2ccc(S(=O)(=O)N3CCCCC3)cc2NC(=O)CC(C)c2ccccc2)CC1 (stereo not drawn)
→ 8	102	103	106	106	0	111	102
> O=C(c1ccccc1)c1nn(-c2ccccc2)c2nnc(Cc3ccccc3)c(=O)n12
→ 5	102	99	102	99	1	86	101
> O=C(CSc1ncnc2nc[nH]c12)c1ccc2ccccc2c1
→ 19	92	99	107	110	0	98	104
> O=C(O)c1csc(Br)c1Br
→ 10	120	?	?	?	0	?	?
> NS(=O)(=O)c1ccc(Nc2nc(-c3ccc(O)cc3O)cs2)cc1
→ -14	93	101	111	108	0	107	112
> O=C(O)/C(=C\c1cccc(F)c1)c1ccc(S(=O)(=O)N2CCCC2)s1
→ 4	125	100	98	108	0	87	103
> COc1ccc(-n2c(N)c(C(=O)NCc3ccco3)c3nc4ccccc4nc32)c(OC)c1
→ 0	105	93	90	97	4	90	101
> O=C(NC(Cc1ccccc1)C(=O)O)/C(=C/c1ccccc1)NC(=O)c1ccccc1 (stereo not drawn)
→ -13	65*	101	92	95	6	91	106
> CC(=C/C(=O)O)/C(=C\c1ccc(Br)o1)C(=O)O
→ 4	101	113	111	105	0	106	111
> CCCCCCCCCn1cc(C(C)=O)c(=O)[nH]c1=O
→ 0	100	100	98	99	1	95	101
> COc1ccc(Cl)c(NCCC(=O)O)c1
→ 8	99	101	100	95	6	104	94
> COc1ccc(C(=O)CNc2ccccc2Br)cc1
→ 7	108	103	96	99	0	100	111
> Cc1noc(C)c1COc1ccc(CC(=O)NC2CCCCCC2)cc1
→ 0	101	96	87	105	4	95	69
> CCCSc1nc2c(c(=O)n1CC)SC(C)C2 (stereo not drawn)
→ 2	76	103	103	103	3	107	108
> COC(=O)CN(CCc1ccccc1)S(=O)(=O)c1ccc(OC)c(OC)c1
→ 6	86	99	99	96	0	92	102
> CC(C)OC(=O)CSc1nnc(Cc2ccccc2)n1Cc1ccco1
→ 8	90	96	100	98	11	101	98
> COc1ccc(CN2CCCC(C(=O)c3ccc(Cl)cc3)C2)cc1Cn1cncn1 (stereo not drawn)
→ -1	98	105	98	94	0	105	100
> CN(C)c1ccc(/C=N/NC(=O)c2ccc3c(c2)OCCO3)cc1
→ -23	104	100	94	84	0	92	90
> Cc1ccc(/C=C2/Sc3ccc(C(=O)N4CCN(C)CC4)cc3NC2=O)cc1
→ 15	115	99	95	103	2	89	119
> CSc1ccc(C2Nc3ccccc3-c3cc(C)nn32)cc1 (stereo not drawn)
→ 11	95	103	97	108	0	.	97
> O=C(NC(=S)Nc1ccc(NC(=O)c2ccccc2)cc1)c1ccc(F)cc1
→ 4	99	102	94	105	0	105	112
> O=C(O)/C(=C\c1ccco1)NC(=O)c1cccc2ccccc12
→ -3	91	101	105	106	4	98	104
> Cc1ccc(S(=O)(=O)N(C)C)cc1NC(=O)COC(=O)CNC(=O)C12CC3CC(CC(C3)C1)C2
→ 2	95	102	108	106	0	104	100
> O=C(NCCc1ccc(C(F)(F)F)cc1)C1CCC(=O)N(CCCN2CCCC2=O)C1 (stereo not drawn)
→ 3	82	104	101	91	0	103	105
> NC(=O)C1CCN(C(=O)C2CCC(=O)N(CC3CCCCC3)C2)CC1 (stereo not drawn)
→ -10	94	104	106	106	5	103	112
> CCC(Oc1ccc(Br)cc1Cl)C(=O)Nc1nnc(C2CC2)s1 (stereo not drawn)
→ -6	118	104	104	98	0	105	105
> CCCCCCSC1=C(C#N)C(c2ccccc2)CC(=O)N1 (stereo not drawn)
→ -1	131	91	102	103	2	99	100
> Oc1ccc(N=Cc2cc(Br)c(N3CCOCC3)o2)cc1
→ 3	89	98	95	93	0	97	101
> COc1ccccc1CCC(=O)NCCCn1ccc2ccccc21
→ -5	86	105	96	95	0	88	106
> COc1ccccc1N1CCN(S(=O)(=O)CCNC(=O)c2ccccc2Br)CC1
→ -6	122	99	97	103	0	102	94

Next results follow.
The line under a structure holds: VLA-4 inh	Yeast superoxide	RPL19A TOR yeast	AGP1-GFP MLPCN	LAP4-GFP MLPCN	GRK2 inh	CIT2-GFP yeast	MEP2-GFP yeast
> CCN(CC)c1ccc(/C=N/n2nnnc2N)c(O)c1
→ -14	103	100	94	97	2	81	102
> COc1ccc(CCNC(=O)CC(=O)N/N=C/c2ccc(Br)cc2)cc1OC
→ 1	102	106	105	102	0	105	117
> Cc1nnc(N2C(=O)C(=O)/C(=C(/O)c3ccc4c(c3)CC(C)O4)C2c2ccccc2F)s1 (stereo not drawn)
→ -1	98	97	102	94	0	102	105
> CC[C@@]1(C(=O)OC)N[C@H](CN(C)C(=O)Nc2ccc(C)cc2)[C@@H]2C(=O)N(C)C(=O)[C@@H]21
→ 23	84	93	101	91	0	95	90
> COc1cc(C2C(C#N)=C(C)NC3=C2C(=O)CC(C)(C)C3)cc(OC)c1O (stereo not drawn)
→ 12	108	95	.	87	1	102	103
> Cc1ccc(Cn2c(SCc3cccnc3)nc3c2c(=O)n(C)c(=O)n3C)cc1
→ 4	98	91	94	101	5	92	97
> CCOc1cc(CNCCc2ccc(S(N)(=O)=O)cc2)ccc1OCC(=O)NC1CCCCC1
→ 11	94	105	108	105	0	99	111
> CCOC(=O)CN(C(=O)CSc1nnc(-c2ccc(OC)c(OC)c2)o1)c1ccccc1
→ 3	113	101	101	112	0	98	101
> CCC1CSC(Nc2ccc(C(=O)/C=C/c3ccc(Oc4ccccc4)cc3)cc2)=N1 (stereo not drawn)
→ -8	96	101	91	101	4	88	99
> COc1ccc(C2=NOC(C(=O)NC(C)(C)C)C2)cc1 (stereo not drawn)
→ 0	117	44*[may fluoresce violet]	.	94[may fluoresce violet]	0	?	145[may fluoresce violet]
> CCOC(=O)COc1ccc2c(=O)c(-c3ccccc3)coc2c1
→ 9	109	92	102	98	1	93	92
> Cc1cc(NC(=O)CSc2nnc(CNC(=O)c3ccccc3)o2)no1
→ 7	95	106	105	105	1	105	104
> Cc1ccc(-c2nnn(CC(=O)Nc3nnc(C(C)C)s3)n2)cc1
→ 7	106	93	94	101	0	99	107
> NS(=O)(=O)c1ccc(CCNC(=O)c2ccc(Cl)cc2[N+](=O)[O-])cc1
→ -4	98	97	99	100	1	99	102
> Cc1cccc(CCN2CCN=C2N(C)C)c1
→ 11	96	105	95	111	0	108	95
> O=C1Nc2ccccc2S/C1=C/c1cccs1
→ 9	75	99	88	118	0	79	93
> COc1cc(NC(=O)c2cc3nc(C)cc(C)n3n2)c(OC)cc1Cl
→ 7	98	100	.	112	1	98	99
> CC(=O)N1CCN=C1SCc1cccc(Cl)c1
→ -5	100	103	108	110	2	108	106
> CSc1ccc(S(=O)(=O)N2CCC(C(=O)NC3CC3)CC2)cc1
→ 2	98	104	103	97	1	107	100
> c1ccc(NCc2cccnc2)cc1
→ 12	94	100	100	101	1	100	103
> Cc1ccc2[nH]c3c(=S)nc[nH]c3c2c1
→ -25	105	94	91	90	0	86	95
> COc1ccccc1OCCNC(=O)c1cc(=O)[nH]c2ccccc12
→ 15	88	96	104	115	1	102	100
> Cc1ccc(/C=C(/NC(=O)c2ccccc2)C(=O)NCCc2c[nH]c3ccccc23)o1
→ 4	100	97	98	100	1	98	100
> Cc1cccc(NS(=O)(=O)c2ccc(C)c(C(=O)NCc3cccnc3)c2)c1
→ 0	83	107	117	136	1	107	114
> COc1ccc(S(=O)(=O)N(C)c2ccc(C(=O)NCc3ccco3)cc2)cc1
→ 4	107	95	84	77	1	84	88
> O=C(NNS(=O)(=O)c1ccccc1)c1ccc(S(=O)(=O)N2CCCCC2)cc1
→ -2	73	98	101	108	0	96	97
> COc1ccccc1C1/C(=C(/O)c2ccccc2)C(=O)C(=O)N1CC(C)C (stereo not drawn)
→ 7	91	100	93	92	0	.	91
> COc1ccccc1N1CCN(C2CC(=O)N(c3ccccc3)C2=O)CC1 (stereo not drawn)
→ 6	113	107	107	99	0	100	109
> N#Cc1c(NC(=O)c2nc3ncccn3n2)sc2c1CCCCC2
→ 6	106	86	89	82	3	90	86
> CCCc1cc(=O)oc2cc(OCC(=O)N3CCOCC3)c(Cl)cc12
→ 8	93	103	98	94	0	105	110
> CC(=O)c1ccc(Nc2cnn(C34CC5CC(CC(CC(=O)O)(C5)C3)C4)c(=O)c2Cl)cc1
→ -7	93	96	106	104	0	103	101
> O=C(NC(=S)N1CCN(c2ccccn2)CC1)c1ccccc1
→ 11	105	103	100	95	0	99	101
> NNC(=O)c1cccc(COc2ccccc2Br)c1
→ -7	95	102	101	112	0	100	102
> COc1ccc(CNC(=O)CCc2c(C)nc3cc(-c4ccccc4OC)nn3c2C)cc1
→ -9	92	97	100	103	5	100	98
